# TCR-CD3 inh – human TCR-CD3 binding inhibition; TAMRA-labeled TCR probe fluorescence, biochemical; inhibition, % at 9.4 µM; 0.37% of 360,000 active; AID 651800; in the data active means inhibition above about 19%;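 further: recombinant mutant TCR 2C K166C tagged with TAMRA read by polarization; 0% = receptor in buffer alone and 100% = receptor with positive control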
# rCAG binder – r(CAG) repeat RNA binding | TO-PRO-1 dye displacement fluorescence | inhibition, % at 3 µM | 1.3% of 370,000 active | AID 651821;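 active means inhibition above the plate cutoff, the mean of all test compounds on that plate plus 3 SD, cut at about 35% in these data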;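 further: 0% = DMSO alone and 100% = 100 µM mitoxantrone as full dye displacement; higher means more dye released from RNA so lower well fluorescence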
# PG9 binder – small molecules binding HIV-1 gp120 antibody PG9; TR-FRET gp120-PG9 antibody binding; inhibition, % at 6.7 µM; 0.43% of 360,000 active; AID 624416; in the data active means inhibition above about 8.5%
# LEDGF integ inh – blocks HIV-1 LEDGF/p75-dependent DNA integration; TR-FRET IN-LEDGF/p75 DNA integration, Eu/Cy5; inhibition, % at 3.7 µM; 0.64% of 370,000 active; AID 743269;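 active means inhibition above the screen-wide mean plus 3 SD, cut at about 13% in these data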;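 further: signal is the Cy5 over europium emission ratio at 671 and 618 nm; 0% = plate median of compound wells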
# UHRF1 MBD2 ctr – blocks human UHRF1 binding to methylated DNA. Q96T88. inhibition, % at 4.4 µM. 0.75% of 370,000 active. UHRF1 binding to methylated oligo, TR-FRET; in the data active means inhibition above about 21%;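 further: UHRF1 SRA domain binding a hemimethylated CpG hairpin DNA probe; 0% = median of test compound wells and 100% = reference inhibitor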
# NR1D1 modulator – modulators of human Rev-erb alpha DNA binding; P20393; Rev-erbα–FITC-DNA binding, fluorescence polarization, 90 min; activity, % at 10 µM; 0.79% of 370,000 active; AID 1259318;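 active means activity above about 14%, limit read from the data; passing the limit was not always enough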;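 further: 0% = DMSO wells with 35 nM protein and 100% = DMSO wells with 750 nM protein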
# ABHD4 inh – inhibits mouse alpha/beta hydrolase domain 4; purified mABHD4, FP-Rh probe fluorescence polarization; inhibition, % at 8.92 µM; 0.54% of 370,000 active; AID 720543; Q8VD66;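 active means inhibition exceeding the mean over every tested compound plus 3 SD, cut at about 30% in these data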;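 further: 0% = plate median of compound wells and 100% = S159A mutant with DMSO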
# Target sequence (Q8VD66 whole entry, looked up, the tested form may be a part): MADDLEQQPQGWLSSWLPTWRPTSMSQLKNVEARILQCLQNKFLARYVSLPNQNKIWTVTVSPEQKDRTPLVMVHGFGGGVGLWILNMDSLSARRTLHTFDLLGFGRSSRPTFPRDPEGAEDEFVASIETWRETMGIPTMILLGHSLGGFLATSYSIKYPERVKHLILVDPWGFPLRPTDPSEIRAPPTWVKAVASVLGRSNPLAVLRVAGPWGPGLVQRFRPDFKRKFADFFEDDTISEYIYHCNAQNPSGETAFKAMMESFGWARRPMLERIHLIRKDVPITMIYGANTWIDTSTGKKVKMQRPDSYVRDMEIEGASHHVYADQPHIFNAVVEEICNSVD
#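 Assay system: wild-type mouse ABHD4 protein; compound: single nominal dose of 8.92 µM, 0.89% DMSO final; schedule: 45 min + 60 min at 25 °C; measured by: FP readout, ex 525 nm / em 598 nm; evaluation: % inhibition of FP-Rh probe binding versus controls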
# HTRA1 inh – inhibitors of human serine peptidase HTRA1; Q92743; recombinant HTRA1, FP-rhodamine activity-based probe, fluorescence polarization; inhibition, % at 5.96 µM; 0.5% of 340,000 active; in the data active means inhibition above about 36%;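 further: 0% = enzyme with DMSO and 100% = wells lacking enzyme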
# PRMT1 FP inh – inhibitors of human PRMT1. 1.3% of 370,000 active. Q99873. recombinant PRMT1, activity-based probe fluorescence polarization. AID 652257. inhibition, % at 2.79 µM;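 active means inhibition above about 21% made by adding two undisclosed values, limit read from the data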
# MBD2 DNA inh – MBD2-methylated oligo binding inhibition; AID 686964; inhibition, % at 4.4 µM; TR-FRET, MBD2 binding to methylated oligonucleotide; 0.31% of 370,000 active; in the data active means inhibition above about 13%
# Target sequence (Q9UBB5 whole entry, looked up): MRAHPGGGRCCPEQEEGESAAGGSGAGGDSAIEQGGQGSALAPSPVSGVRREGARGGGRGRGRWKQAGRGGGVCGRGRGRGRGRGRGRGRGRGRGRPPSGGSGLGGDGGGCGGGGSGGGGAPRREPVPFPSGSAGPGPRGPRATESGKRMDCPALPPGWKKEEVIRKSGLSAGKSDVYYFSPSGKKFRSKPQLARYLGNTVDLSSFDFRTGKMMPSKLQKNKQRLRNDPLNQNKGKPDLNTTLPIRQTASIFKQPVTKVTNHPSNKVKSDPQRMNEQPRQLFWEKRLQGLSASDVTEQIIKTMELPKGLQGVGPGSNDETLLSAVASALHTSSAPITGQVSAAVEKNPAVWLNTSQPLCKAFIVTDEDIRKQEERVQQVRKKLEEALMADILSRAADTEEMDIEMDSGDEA
# * marks the source's active call; other numbers are inactive results; · = no result given.
SMILES,TCR-CD3 inh,rCAG binder,PG9 binder,LEDGF integ inh,UHRF1 MBD2 ctr,NR1D1 modulator,ABHD4 inh,HTRA1 inh,PRMT1 FP inh,MBD2 DNA inh
COCCn1c(SCC(=O)N2CCC(C)CC2)nc2c(c1=O)SCC2,-5,-5,-1.7,-5,2,-2,-1,3,3,3
CC(C)Oc1ccc(S(=O)(=O)N2CCOCC2)cc1NC(=O)C1=NN(c2ccccc2)C(=O)CC1,-7,2,-0.6,-8,3,4,-6,-45,4,1
COc1ccc(CC(N)c2csc(NC(=O)Nc3ccc(OC)cc3)n2)cc1 (stereo unspecified),-11,34,-1.4,6,1,8,5,·,-4,1
COc1ccc(C2CC(=O)N(CC(=O)NCC3CCCO3)c3ccccc3S2)cc1 (stereo unspecified),-8,-4,-1.6,-4,13,-4,-3,-4,1,1
COc1cccc(NC(=O)CCC(=O)Nc2cccc(OC)c2)c1,2,-2,-1.5,-2,-2,3,-2,3,-1,-4
CCc1ccc[n+](-c2[nH]c(=O)sc2/C=N/N=C(\N)[O-])c1,-3,-2,1.1,-2,-2,-8,2,4,-2,-2
O=C(COc1ccccc1Cl)NCCCNC(=O)c1ccncc1,4,1,-1.1,0,-2,-2,-2,4,1,-5
COc1ccc2[nH]c(O)c(N=NC(=N)N)c2c1,8,4,-12,-2,-14,4,-6,6,-4,-16
CCc1c(C)sc(NC(=O)c2ccc(Br)o2)c1C(=O)OC,4,4,-2.8,-3,3,-2,-7,-5,-2,1
O=C(O)CC/C(=N/NC(=O)CNC(=O)C(c1ccccc1)c1ccccc1)c1ccccc1,9,2,-1.8,1,0,-3,-2,-1,-1,2
S=c1[nH]nc2n1CCCN2,4,0,-0.3,-3,-4,2,-5,5,-2,3
COCCn1c(SCC(=O)Nc2ncc(Cl)c(C)c2Cl)nc2ccccc21,3,-1,-0.1,1,-1,-2,-3,1,-1,-6
CCOc1ccc(C(=O)NCC(=O)OCC(=O)Nc2ccc(C)c(S(=O)(=O)N(C)C)c2)cc1,1,0,-0.2,-3,-3,0,3,-11,-1,-1
CCC1CCCCN1C(=O)CSc1nnc(-c2ccc(Cl)cc2)o1 (stereo unspecified),7,-1,-3.4,0,4,4,2,1,-2,6
CCOC(=O)N1CCN(C(=O)CCc2c(C)nc3nc(C)nn3c2C)CC1,0,-4,0.3,-5,-1,-5,-2,1,0,0
COC(=O)c1sccc1NC(=O)C1CC(C)=C(C)CC1C(=O)O (stereo unspecified),5,5,2.1,1,1,6,0,3,0,-1
Cc1c(Cl)cccc1NC(=O)Cc1cccs1,-12,0,-2.5,2,1,2,-4,4,-5,-5
O=C(CN1C(=O)c2ccccc2S1(=O)=O)NCc1cccnc1,-1,4,2.7,0,-1,4,7,4,0,1
Cc1ccc(NC(=O)CN(C)S(=O)(=O)c2cccs2)c(Br)c1,3,3,-2.2,4,-3,-1,4,-10,-2,-3
COc1ccc(S(=O)(=O)N(C)C[C@@H]2Oc3c(NC(=O)Nc4ccccc4)cccc3C(=O)N([C@@H](C)CO)C[C@H]2C)cc1,·,·,·,3,-4,-9,-13,·,-3,-3
Cc1ccc(S(=O)(=O)Nc2c(C)n(C)n(-c3ccccc3)c2=O)cc1C(=O)NCc1ccco1,7,3,-1.7,-8,-1,0,2,-6,1,4
CC(C)c1ccc(CNCc2ccccc2)cc1,-5,4,-0.5,-1,1,-1,1,2,0,-2
Cn1c(-c2ccccc2O)cc2ccccc21,-7,6,1.2,-1,0,7,-8,5,4,1
COCCCNC(=S)N(Cc1ccccc1)Cc1nc2ccccc2c(=O)[nH]1,3,-4,0.0,-1,1,6,3,3,-3,-5
COc1ccc(C(=O)N2CCC(C)(C(=O)NS(=O)(=O)C3CC3)C2)cc1F (stereo unspecified),4,2,-0.5,2,2,-4,-2,·,-1,1
# (next part)
SMILES,TCR-CD3 inh,rCAG binder,PG9 binder,LEDGF integ inh,UHRF1 MBD2 ctr,NR1D1 modulator,ABHD4 inh,HTRA1 inh,PRMT1 FP inh,MBD2 DNA inh
COCCCN1C(=O)C(CC(=O)NCC2CCCCC2)CC(C(=O)N(C)C)=C1C (stereo unspecified),-5,-2,-1.2,-1,-2,7,-1,4,2,2
Cc1ccc([C@H]2N[C@]3(CCCN(Cc4ccc(Br)cc4)C3=O)[C@H]3C(=O)N(C)C(=O)[C@@H]23)cc1,7,1,0.6,-1,-3,-3,-1,-2,-7,-8
O=C(CN1C(=O)S/C(=C\C=C\c2ccccc2)C1=O)N1CCOCC1,0,3,-1.7,2,-1,2,1,·,0,-1
CNC(=O)N(O)C1N(c2ccccc2)C(=S)SC1(C)C (stereo unspecified),4,-4,-0.3,1,0,-3,-4,-13,-2,-2
COc1ccc(NC(=O)C2(C)CCN2Cc2cccc(OC)c2OC)cc1OC (stereo unspecified),-8,-2,0.1,2,1,0,-4,·,0,-2
CCCCc1c(C)nc2ccc(OC)cc2c1SCCC(=O)O,2,12,2.7,2,7,-4,-5,2,0,2
COc1ccc(NC(=O)c2cc(S(=O)(=O)N3CCCCC3)c[nH]2)cc1Cl,-7,2,-0.4,0,1,-5,-12,-3,-3,-1
O=C(Cn1nnc(-c2ccccc2Cl)n1)N/N=C/c1ccc(-c2cccc(Cl)c2)o1,2,-1,-1.4,0,0,1,3,1,1,3
COC(=O)COc1ccc2cc(-c3ccccc3)c(=O)oc2c1,-5,6,2.0,0,3,14,-6,1,4,-1
COc1ccc(OC)c(C2=NS(=O)(=O)N(C)C(C(=O)NCc3cccs3)=C2)c1,5,2,1.0,-5,-2,1,1,-5,0,-8
COCCNC(=O)C1Nc2ccc(C(F)(F)F)cc2C2C=CCC12 (stereo unspecified),-4,44*,-0.1,3,-6,1,33*,30,9,-7
COc1ccc(CONc2ncnc3nonc23)cc1[N+](=O)[O-],9,1,1.2,-1,0,-4,0,-9,-1,1
OCCNc1nc(Nc2ccccc2Cl)nc(N2CCCC2)n1,1,2,-0.3,-4,-1,-7,-8,-8,2,2
CC1CC2(CCCCC2)Nc2c1ccc1ccccc21 (stereo unspecified),5,2,-0.7,1,-3,4,2,26,0,-6
COC(C[C@@H]1O[C@@H]1[C@@H](O)[C@@H](C)OCc1ccccc1)OC,-2,-2,0.8,1,-2,1,0,1,-4,2
NC(=O)COC(=O)c1cc(=O)[nH]c2ccc(S(=O)(=O)Nc3ccc(F)cc3)cc12,6,0,0.1,3,-1,0,-1,3,-2,-6
O=C(CN1CCN(c2ccccc2O)CC1)Nc1cc(S(=O)(=O)N2CCCC2)ccc1Cl,-10,5,0.5,6,3,-1,-3,-8,0,-4
CC(C)(C)c1cc(OC(=O)C2CCCC2)ccc1O,-1,-4,0.1,0,0,-1,-12,-9,1,1
O=C(c1cc(-c2ccccc2O)on1)N1CCOCC1,-4,1,-0.9,-1,-1,-6,-1,-9,0,3
COc1ccc(Cl)cc1S(=O)(=O)N1CCCC1=O,5,-1,-1.6,1,1,4,5,-4,1,-6
O=C(Nc1ncc(Cc2ccc(Cl)cc2Cl)s1)c1ccc([N+](=O)[O-])cc1,2,1,-0.5,0,-1,4,-4,1,-3,6
Cc1cc(S(=O)(=O)NCCN(C)C)c(C)s1,-5,1,0.3,0,-1,-3,-2,2,1,2
COc1ccc(/C=N\NC(=O)c2cc(O)c(O)c(O)c2)cc1COc1ccc(C(=O)OCC(C)C)cc1,13,50*,0.5,12,7,3,7,58*,7,1
COCCCNc1nc2cc(OC)c(OC)cc2c2nc(-c3ccccc3)nn12,4,2,-1.1,-1,1,0,0,-2,2,3
Cc1c(NC(=O)C23CC4CC(CC(C)(C4)C2)C3)c(=O)n(-c2ccccc2)n1C,1,-3,-2.6,-1,2,-3,-4,8,2,2
# The results go on:
SMILES,TCR-CD3 inh,rCAG binder,PG9 binder,LEDGF integ inh,UHRF1 MBD2 ctr,NR1D1 modulator,ABHD4 inh,HTRA1 inh,PRMT1 FP inh,MBD2 DNA inh
Cc1ccccc1-n1c(SCc2c(C)noc2C)nnc1-c1ccncc1,0,0,-1.6,2,-1,0,-3,4,-3,2
Clc1ccc(CNc2nnnn2-c2ccccc2)c(Cl)c1,0,-1,-2.2,-1,3,9,-11,-9,-4,-6
CCC1SC2=NC(C)=C(C(=O)OC)C(c3ccc(C)cc3)N2C1=O (stereo unspecified),-1,10,0.1,-1,0,2,-20,-11,9,-2
CC(C)CNC(=O)COC(=O)c1cc(S(=O)(=O)N2CCCCC2)ccc1N1CCOCC1,4,-6,-0.3,2,-3,-1,-2,-3,0,5
Nc1nc(-c2ccc(Br)cc2)cs1,-3,1,-1.3,1,-2,-8,-1,-8,-1,4
COc1ccc(NC(=O)CSc2nnnn2C)cc1S(=O)(=O)N1CCCCC1,3,1,-1.4,0,1,2,5,-4,-3,1
CCOC(=O)C(NC(=O)CC)(Nc1ccccc1OC)C(F)(F)F (stereo unspecified),-8,-3,0.3,1,3,-3,0,12,-2,7
COc1ccc(NCc2n[nH]nc2-c2ccccc2)cc1Cl,1,4,-1.9,-4,-2,2,3,10,-2,-8
COc1cc(C(=O)NCC(=O)OCCN2C(=O)c3ccccc3C2=O)cc(OC)c1OC,-2,-6,-0.1,-1,-1,-1,4,-1,-3,2
CCOc1c(Cl)cnn(-c2ccc(C)cc2)c1=O,0,-5,0.6,-5,-1,2,7,0,-3,1
S=C(Nc1ccc(Cl)cc1Cl)N1CCN(c2ccccn2)CC1,-6,0,3.5,1,4,-3,0,-2,3,1
Cc1cc(C)c2c(CN(C)Cc3ccccc3)cc(=O)oc2c1,-3,1,-0.6,-3,1,1,7,·,4,-3
COC(=O)CSc1nnc(-c2cccnc2)n1C,-2,-4,0.1,-6,7,-3,-13,4,3,10
Cc1nn(Cc2cccc(F)c2)c(C)c1NC(=O)c1c(Cl)cnn1C,-5,0,-0.2,-1,2,6,3,6,0,3
N#Cc1cc([N+](=O)[O-])ccc1Oc1ccc(-c2nnco2)cc1,-2,0,-1.1,3,-2,1,3,0,-9,0
Cc1ccccc1Cn1cc(CCC(=O)N2CCOCC2)c2ccccc21,-3,-6,-0.6,-5,16,-4,-4,2,-4,2
COc1ccccc1CNC(=O)CS(=O)(=O)Cc1ccccc1,7,-2,-4.2,2,-2,3,-9,-2,-4,4
O=C(c1ccc(Cl)cc1)N1CCN(C(=O)c2ccco2)CC1,3,0,0.4,-2,0,2,-4,6,2,-4
O=C1Cc2c([nH]c3ccc(Br)cc23)-c2ccccc2N1,5,17,11*,-2,-2,-8,-10,-30,-2,-1
O=C(NCCCN1CCOCC1)C(=O)NCC1OCCN1S(=O)(=O)c1ccc(F)cc1 (stereo unspecified),1,-2,1.8,-1,-3,-5,-8,5,-2,-5
Cc1ccc(NC(=O)CSc2nnc(-c3cc(C)on3)o2)cc1,1,0,1.4,-3,-1,1,0,-6,-3,-3

# Two of the compounds above, as labelled records:
O=C1Cc2c([nH]c3ccc(Br)cc23)-c2ccccc2N1
  TCR-CD3 inh: 5 | rCAG binder: 17 | PG9 binder: 11* | LEDGF integ inh: -2 | UHRF1 MBD2 ctr: -2 | NR1D1 modulator: -8 | ABHD4 inh: -10 | HTRA1 inh: -30 | PRMT1 FP inh: -2 | MBD2 DNA inh: -1
O=C(NCCCN1CCOCC1)C(=O)NCC1OCCN1S(=O)(=O)c1ccc(F)cc1 (stereo unspecified)
  TCR-CD3 inh: 1 | rCAG binder: -2 | PG9 binder: 1.8 | LEDGF integ inh: -1 | UHRF1 MBD2 ctr: -3 | NR1D1 modulator: -5 | ABHD4 inh: -8 | HTRA1 inh: 5 | PRMT1 FP inh: -2 | MBD2 DNA inh: -5

# Source: PubChem BioAssay

# This is a subset, so the mix of outcomes need not match the whole.
